Lipid storage S3: qHTS Assay for Lipid Storage Modulators in Drosophila S3 Cells; Potency in µM for hits, for the others lipid storage change, negative = inhibition, % at the top dose, mostly 46.1 µM; Drosophila S3 cells, BODIPY lipid droplet fluorescence, 18-24 h; cells fed with added oleic acid; hit rate 0.64% among 320,000; active = well fitted inhibition curve with a large enough effect in the signal ratio, with a control signal flat, not every such curve was filed as active; inconclusive = small, poorly fitted or top-dose-only effect, or effect the other way, or a change in a side signal; the % refers to the signal ratio
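Drosophila S3 cells got compounds at several concentrations plus oleic acid (400 uM solution). Laser-scanning cytometry with 488 nm excitation read lipid droplets at 500-530 nm and cells at 575-640 nm. Percent activity was relative to 20 uM Triacsin C.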
Lipid storage S3 cell count max: recorded beside Lipid storage S3, whose call it bears; cell number change, %; measured here: cell count max response;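 cells counted by Cell Tracker Red CMTPX staining in the red channel; peak over a dose series mostly up to 46.1 µM; percent activity relative to internal control wells on each plate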
An asterisk follows results filed as active; i = inactive; ? = inconclusive; / = not tested or not shown; [ ] = another dose, or the depositor's remark. % is scaled to controls: 0 for no effect and ±100 for the full control effect; potency is read from the fitted curve at half-maximal effect. This is a subset, so the mix of outcomes need not match the whole.

SMILES | Lipid storage S3 | Lipid storage S3 cell count max
CCN1CCN(c2c(/C=C3\SC(=S)N(Cc4ccco4)C3=O)c(C)c(C#N)c(=O)n2C)CC1 | ? | /
COc1ccc(NC(=O)CCCn2c(=S)[nH]c3ccccc3c2=O)cc1 | ? | /
CC(NC(=O)c1ccco1)C(=O)N1CCN(c2cccc(Cl)c2)CC1 (centres undefined) | 14% | 2
CN(c1ccc(C(=O)NCc2ccccn2)cc1)S(=O)(=O)c1ccc(Cl)cc1 | i | -21
CC1(C)CC(=O)C(C2C3=C(CC(C)(C)CC3=O)OC3=C2C(=O)CC(C)(C)C3)=C(O)C1 | -5% | -13
Fc1ccc(NC(=S)Nc2ccccc2OC(F)F)cc1Cl | ? | /
COc1cccc2c(N/N=C/c3ccco3)cc(C)nc12 | 12% | /
COc1ccccc1CNC(=O)CSc1nnc2ccc(-c3cccnc3)nn12 | -14% | -20
COc1ccc(S(=O)(=O)N2CCOC2CNC(=O)C(=O)NCCc2ccc(OC)c(OC)c2)cc1C (centres undefined) | -5% | 5
CCCCNC(=S)N1CCN(c2ccccc2Cl)CC1 | ? | /
CC(=O)N/C(=C\c1ccccc1)C(=O)Nc1ccccc1C | ? | /
Cc1ccnc(NC(c2ccccn2)c2c(C)[nH]c3ccccc23)c1 (centres undefined) | ? | /
COc1ccc(/C=N/NC(=O)c2ccccc2[N+](=O)[O-])cc1CN1CCc2cc(OC)c(OC)cc2C1C (centres undefined) | 11% | -1
O=C(OCc1nnc(-c2ccccc2)o1)c1ccc(CO)cc1 | ? | /
CCOC(=O)c1cccc(Nc2nc(C)cc(C)n2)c1 | ? | /
Cc1nc2sc(-c3ccccc3)cc2c(=O)n1/N=C/N(C)C | 9% | 18
C=CCSc1nc2sc(C)c(C)c2c(=O)n1N | ? | /
COc1ccc(C(=O)N2CCc3ccccc32)cc1S(=O)(=O)N1CCOCC1 | ? | /
CN1CCN(C(=O)c2c(O)c3cccc4c3n(c2=O)CCC4)CC1 | 3% | -13
O=C(Nc1ccc(OCC(=O)N2CCOCC2)cc1)c1ccccc1F | ? | /
Cc1cccc2cc(C#N)c(NCCNC(=O)COc3ccccc3)nc12 | 21%[9.22 µM] | 7
N#CC1=C(N)C(C#N)(C#N)C(c2cccnc2)C2CC(c3ccccc3)CC=C12 (centres undefined) | ? | /
O=[N+]([O-])c1cccc(S(=O)(=O)N2CCN(S(=O)(=O)N3CCCCCC3)CC2)c1 | ? | /
CC(C)NC(=O)C(=O)NNC(=O)CCc1ccccc1 | 17% | -4
CC(NCCOCCOc1ccccc1)c1ccccc1 (centres undefined) | ? | /

Reprinted at random: three compounds from above.
SMILES | Lipid storage S3 | Lipid storage S3 cell count max
CN1CCN(C(=O)c2c(O)c3cccc4c3n(c2=O)CCC4)CC1 | 3% | -13
O=C(Nc1ccc(OCC(=O)N2CCOCC2)cc1)c1ccccc1F | ? | /
COc1ccc(/C=N/NC(=O)c2ccccc2[N+](=O)[O-])cc1CN1CCc2cc(OC)c(OC)cc2C1C (centres undefined) | 11% | -1

Returning to the listing; the 2 compounds before the break are reprinted first.
SMILES | Lipid storage S3 | Lipid storage S3 cell count max
CC(C)NC(=O)C(=O)NNC(=O)CCc1ccccc1 | 17% | -4
CC(NCCOCCOc1ccccc1)c1ccccc1 (centres undefined) | ? | /
COC(=O)c1ccc(NC(=O)Cc2ccc(F)cc2)cc1 | ? | /
O=C(Oc1ccc(Cl)cc1)c1ccc(COC(=O)c2cnccn2)cc1 | ? | /
NC(=O)COC(=O)CC(NC(N)=O)c1ccc(Cl)cc1 (centres undefined) | 0% | -10
c1csc(-c2noc(CN3CCN4CCCC4C3)n2)c1 (centres undefined) | ? | /
O=C(COC(=O)C1CCC(N2C(=O)C3C4CCC(C4)C3C2=O)CC1)c1ccc(F)cc1 (centres undefined) | ? | /
CCn1c(CC(=O)Nc2ccc(C)c(Cl)c2)nnc1SCCOc1ccc(OC)cc1 | -3% | /
O=C(Nc1cccs1)OCCN1CCN(Cc2ccccc2)CCC1=O | -3% | 3
OC1(CNCc2ccccc2)C2CC3CC(C2)CC1C3 (centres undefined) | 5% | -8
Cc1n[nH]c(=O)c2c(NC(=O)CSc3ccc(F)cc3)oc(C)c12 | ? | /
COc1ccc(NC(=O)CSc2ncn[nH]2)c([N+](=O)[O-])c1 | ? | /
O=C(COC(=O)c1ccc[nH]c1=O)Nc1cc(S(=O)(=O)N2CCCCC2)ccc1Cl | 1% | 6
COCCNC(=O)c1ccc2c(c1)S(=O)(=O)c1cc(Cl)ccc1C2=O | 5.8µM* | 9.2*
CC(=O)Nc1cc(NC(C)=O)cc(C(=O)NC(C)(C)C)c1 | 7% | -1
COc1ccccc1CN1C[C@@H]2C[C@@H](c3cccc(O)c3)N3CCC[C@@]23C1=O | 21% | 24
NC(=O)c1c(NC(=O)c2c(F)cccc2F)sc2c1CCN(Cc1ccccc1)C2 | ? | /
O=C1CCC/C(=N/Nc2ccc(Cl)cc2)C1 | ? | /
COC(=O)c1cc(=O)[nH]c(SCc2cccc(C)c2)n1 | ? | /
N#CC1=C(N)N2C(=C(C#N)C1c1ccccc1)Sc1ccccc12 (centres undefined) | ? | /
COC(=O)c1cc(NC(=S)N2CCN(C(=O)C3CCCO3)CC2)cc(C(=O)OC)c1 (centres undefined) | ? | /
CCN(CC(=O)NCCCN1CCOCC1)S(=O)(=O)c1ccc(Cl)cc1 | ? | /
CCN1CCN(C(=O)CN(C)S(=O)(=O)c2ccc(Cl)cc2)CC1 | ? | /
Cc1ccc(CNc2ccc3c(c2)OCO3)cc1 | ? | /
CC1(C)CC(=O)C=C(Nc2ccc([N+](=O)[O-])cc2)C1 | -25% | -12
COc1ccc(-n2nc3c(c2NC(=O)C(C)Cl)CSC3)cc1 (centres undefined) | ? | /
CCCCn1c(N)c(N(CCOC)C(=O)c2sc3cc(F)ccc3c2Cl)c(=O)[nH]c1=O | ? | /

Whole records as entered above. Screens in order: Lipid storage S3 | Lipid storage S3 cell count max
COC(=O)c1cc(=O)[nH]c(SCc2cccc(C)c2)n1 is listed with ? | /
COC(=O)c1cc(NC(=S)N2CCN(C(=O)C3CCCO3)CC2)cc(C(=O)OC)c1 (centres undefined) is listed with ? | /
CC(=O)Nc1cc(NC(C)=O)cc(C(=O)NC(C)(C)C)c1 is listed with 7% | -1

Quoted from the listing.
Value of `CC1(C)CC(=O)C=C(Nc2ccc([N+](=O)[O-])cc2)C1` in Lipid storage S3: -25%
Value of `O=C(COC(=O)c1ccc[nH]c1=O)Nc1cc(S(=O)(=O)N2CCCCC2)ccc1Cl` in Lipid storage S3: 1%
Value of `O=C(Nc1cccs1)OCCN1CCN(Cc2ccccc2)CCC1=O` in Lipid storage S3 cell count max: 3

Later entries
SMILES | Lipid storage S3 | Lipid storage S3 cell count max
Cc1ccc(Cn2ccc(-c3cnc(-c4ccccc4)s3)n2)cc1 | ? | /
Cc1ccc(N(C(=O)Cn2nnc(-c3ccc(F)cc3)n2)C(C(=O)NC(C)(C)C)c2ccncc2)cc1 (centres undefined) | -23% | -4
COc1ccc(/C(N)=N/OC(=O)CCCc2ccccc2)cc1OC | i | /
Cc1ccc(C(=O)NC2CC3CCCC(C2)N3Cc2ccccc2)cc1 (centres undefined) | -10% | -17
Cc1cccc(OCC(=O)NCC(=O)n2nc(C)cc2C)c1 | 19% | 10
COc1ccc(NC(=O)[C@@H](NC(=O)c2ccccc2F)C(C)C)cc1S(=O)(=O)N1CCOCC1 | ? | /
CCCc1cc(=O)[nH]c(Nc2ccc(Cl)cc2)n1 | 11% | -31
COc1ccc(S(=O)(=O)N2CCN(Cc3cc(OC)c(OC)cc3OC)CC2)cc1 | 12% | 7
CCc1cc(C(=O)NC2CCCN(Cc3ccccc3F)C2)n(C)n1 (centres undefined) | ? | /
CN(C)CCN(C(=O)c1cccc(Cl)c1)c1nc2c(Cl)cccc2s1 | 5% | 3
COc1ccccc1OCc1ccc(C(=O)NCC2CCCO2)cc1 (centres undefined) | ? | /
CC1CCCCN1C(=S)NC(=O)c1cc(Br)ccc1Cl (centres undefined) | i | -14
Cc1ccc(C(=O)N/C(=C\c2cccs2)C(=O)NCCc2c[nH]c3ccccc23)cc1C | -3% | -16
Cc1ccc(NC(=O)c2cc(=O)[nH]c3ccccc23)cc1 | 2% | 10
O=C(Cc1cccc2ccccc12)Nc1ccc(N2CCOCC2)cc1 | -10% | -1
O=C(Nc1cccc(F)c1)c1ccc(S(=O)(=O)N2CCOCC2)cc1 | ? | /
COc1ccc(NC2CCCN(C(=O)CCc3cccc(Cl)c3)C2)cc1 (centres undefined) | 0% | 9
CCOC(=O)c1cccc(C(=O)Oc2ccccc2)n1 | ? | /
CCc1cc(-c2n[nH]c(C)c2-c2nc3ccccc3n2C)c(O)cc1O | i | /
CC1CC(C)CN(C(=O)c2ccc3ccccc3c2)C1 (centres undefined) | ? | /
CC(C)(O[C@@H]1O[C@H](CO)[C@@H](O)[C@H](O)[C@H]1O)[C@@H]1CC=C(C(=O)O)CC1 | ? | /
Cc1ccc(S(=O)(=O)NC2=NCN(CC(=O)O)CN2)cc1 | ? | /
Brc1ccc(CSc2nnc3ccccn23)cc1 | ? | /
CCn1nnc(-c2ccccc2NC(=O)c2cc(OC)c(OC)c(OC)c2)n1 | ? | /
COc1ccc(-c2nn(C)c(=O)c3ccccc23)cc1CNC(=O)C1CCCCC1 | -4% | 5
(next part)
SMILES | Lipid storage S3 | Lipid storage S3 cell count max
CCOC(=O)C1C2C=CC3(CN(Cc4ccco4)C(=O)C13)O2 (centres undefined) | 7% | -4
Cc1ccc(C(=O)N/C(=C/c2ccc(N(C)C)cc2)C(=O)NCC2CCCO2)cc1 (centres undefined) | ? | /
CC(=O)c1c(C)[nH]c(C(=O)Nc2c(C)n(C)n(-c3ccccc3)c2=O)c1C | i | 16
O=c1nccc(SCc2ccc(Cl)cc2Cl)[nH]1 | 0% | 2
O=C1Nc2ccccc2/C1=C\c1cccn1-c1ccc(OC(F)(F)F)cc1 | ? | /
CC(=O)Nc1ccc(S(=O)(=O)Nc2nccs2)cc1 | i | -14
Cc1nccn1S(=O)(=O)c1cc([N+](=O)[O-])ccc1Cl | ? | /
CC(O)(C#CCN1CCCC1)c1ccccc1 (centres undefined) | -11% | 0
COc1cc(C(=O)OCC(=O)N(CC(C)C)C2CCS(=O)(=O)C2)cc(OC)c1C (centres undefined) | ? | /
O=C(NCCN1C(=O)S/C(=C\c2ccc(Cl)cc2Cl)C1=O)C1=COCCO1 | 21µM* | /
CC(C)(C)C(=O)NC(=O)Nc1ccccc1C(F)(F)F | 0% | 1
OC(COc1ccc(OCC(O)CN2CCCCC2)cc1)CN1CCCCC1 (centres undefined) | ? | /
CC1CCN(S(=O)(=O)c2ccc3c(c2)NC(=O)CS3)CC1 | ? | /
COc1ccc2c(c1)-c1c(ssc1=S)C(C)(C)N2C(=O)CSC1=NCCS1 | ? | /
COc1ccc(NC(=O)c2cc(-c3ccco3)on2)cc1OC | ? | /
Cc1cc2cc(CNC(=S)Nc3ccc(OC(F)F)cc3)ccc2[nH]1 | ? | /
COc1ccc(NC(=O)O/N=C2/CCCc3ccc(OC)cc32)cc1 | -1% | -3
O=C(O)c1ccccc1Sc1ncnc2sccc12 | ? | /
CSc1cc(CS(=O)(=O)c2ccccc2)nc(-c2ccccc2)n1 | -21% | 17
COCCNC(=O)CSc1nc2cc(OC)c(OC)cc2c(=O)n1CCc1ccc(S(N)(=O)=O)cc1 | 5% | 10
COC(=O)C1=C(C(=O)c2ccccc2)C(c2cccs2)n2nnnc2N1 (centres undefined) | ? | /
CN(C)c1ccc(NC(=O)CSc2nc3ccccc3c(=O)n2CC2CCCO2)cc1 (centres undefined) | i | 10
COc1ccc(C(=O)N/C(=C\c2cn(C)c3ccccc23)C(=O)NCCCn2ccnc2)cc1OC | i | -4
CCN(CC)CCCN=C(N)N | -4% | -2
Cc1cccc(C)c1NCc1nnc(SCC(=O)Nc2nc(-c3ccccc3)cs2)n1-c1ccccc1 | -3% | 3
Next entries follow:
SMILES | Lipid storage S3 | Lipid storage S3 cell count max
O=C(CN1C(=O)NC2(CCCc3ccccc32)C1=O)N1CCN(c2cccc(C(F)(F)F)c2)CC1 (centres undefined) | ? | /
COc1ccc(/C=N/NC(=O)c2ccc(F)cc2)cc1CN1CCc2cc(OC)c(OC)cc2C1C (centres undefined) | ? | /
CCc1ccc(C(=O)NC(=S)Nc2ccc(N3CCOCC3)cc2)cc1 | ? | /
Cc1ccc(CSc2ncnc3ccccc23)cc1 | 2% | -24
COc1cccc(/C=C/C(=O)OCC(=O)N2CCN(S(=O)(=O)c3ccc(Cl)cc3)CC2)c1 | ? | /
COc1ccc(C(CNC(=O)c2cc(S(=O)(=O)N3CCCC3)ccc2Cl)N2CCCC2)cc1 (centres undefined) | ? | /
CCCSc1nc(O)c(C(c2ccc(OC)c(O)c2)c2c(O)nc(SCCC)n(C)c2=O)c(=O)n1C | ? | /
CCCCCc1cccnc1 | -2% | 17
CCOC(=O)Cn1c(=O)cnc2ccccc21 | ? | /
CCOC(=O)N1CCN(C(=O)Cc2c(C(=O)O)n(C)c3ccccc23)CC1 | ? | /
Cn1c(SCC(=O)CC(=O)Nc2ccccc2)nnc1-c1ccc(O)cc1 | 7% | -1
O=C(NCCS(=O)(=O)NC1CCCC1)c1ccccc1 | i | /
O=C1c2ccccc2C(=O)N1CCCc1nc(-c2ccc(Cl)cc2)no1 | ? | /
Cc1cc(C(=O)NCc2cccs2)ccc1[N+](=O)[O-] | 18% | 3
CCOC(=O)c1c(C)[nH]c(C(=O)OCC(=O)Nc2sc(C(=O)N(C)C)c(C)c2C(=O)OCC)c1C | -3% | 4
O=C(CSC1=NCCS1)N1CCN(c2ccccc2)CC1 | -10% | -12
CCOC(=O)c1[nH]c2ccccc2c1NC(C)=O | ? | /
